High-throughput results: PubChem BioAssay, The Scripps Research Institute Molecular Screening Center
CHO-K1 Ca ag: counter-screen for M1 agonists: effect in parental CHO-K1 cells; Fluo-8 calcium fluorescence; scaled to maximal ATP response, vehicle zero; activation, % at 3 µM; 360,000 tested, 0.48% active; in the data active = activation above about 15%;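 note: untransfected CHO-K1 host cells lacking M1 receptor as counterscreen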
OXTR agonist: agonists of human oxytocin receptor. activation, % at 3 µM. AID 2435. CHO-OTR cells, Fluo-8 calcium fluorescence; normalized: DMSO 0%, oxytocin 100%. P30559. 320,000 tested, 0.32% active;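 active = activation above the mean of all tested compounds plus 3 SD, cutoff set per screening run, cut at about 20% in these data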;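 note: peak over basal fluorescence ratio from a 100 s FLIPR kinetic read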
Target sequence (P30559 whole entry, looked up): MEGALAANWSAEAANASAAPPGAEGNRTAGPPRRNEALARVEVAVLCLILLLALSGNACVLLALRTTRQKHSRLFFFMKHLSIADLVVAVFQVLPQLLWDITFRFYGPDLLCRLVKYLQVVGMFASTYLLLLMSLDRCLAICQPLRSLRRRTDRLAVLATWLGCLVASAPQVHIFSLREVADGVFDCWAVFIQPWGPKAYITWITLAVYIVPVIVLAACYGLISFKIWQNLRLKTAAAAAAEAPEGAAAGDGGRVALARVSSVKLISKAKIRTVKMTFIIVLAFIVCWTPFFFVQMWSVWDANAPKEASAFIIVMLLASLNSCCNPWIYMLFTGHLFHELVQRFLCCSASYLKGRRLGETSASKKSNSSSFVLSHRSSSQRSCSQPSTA
TAAR1 antagonist: antagonists of human TAAR1; Q96RJ0; CHO RD-HGA16 TAAR1, Fluo-8 calcium fluorescence, antagonist; inhibition, % at 3 µM; 360,000 tested, 1.5% active; AID 624466;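 active = inhibition above a per-plate cutoff, the mean inhibition of test compounds on that plate plus 3 SD, cut at about 49% in these data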;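 note: 0% = DMSO plus EC80 beta-PEA response and 100% = DMSO alone without agonist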
Target sequence (Q96RJ0 whole entry, looked up): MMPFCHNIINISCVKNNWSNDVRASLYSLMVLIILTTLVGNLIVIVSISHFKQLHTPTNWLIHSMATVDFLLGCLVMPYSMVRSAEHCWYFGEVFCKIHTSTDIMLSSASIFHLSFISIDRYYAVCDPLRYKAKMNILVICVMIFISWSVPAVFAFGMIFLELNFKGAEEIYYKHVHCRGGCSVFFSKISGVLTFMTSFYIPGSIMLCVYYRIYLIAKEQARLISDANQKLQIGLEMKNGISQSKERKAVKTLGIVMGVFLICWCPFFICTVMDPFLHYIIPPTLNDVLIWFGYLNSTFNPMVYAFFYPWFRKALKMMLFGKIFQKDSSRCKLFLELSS
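Test system: CHO RD-HGA16 cells bearing hTAAR1 | Reagent: β-PEA, EC80 | Compound dosing: 3 µM, single point | Schedule: Dye loading 75 min at 37 °C, then 30 min room temperature | Signal: Calcium fluorescence with Fluo-8 | Evaluation: Percent inhibition of PEA-evoked calcium signal, max/basal emission ratio | Control set: DMSO-only wells and EC80 β-PEA-stimulated wells | Repeats: Singlicate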
V1aR counter: counter-screen for oxytocin receptor agonists: human V1a receptor agonists. P37288. CHO-V1R cells, Fluo-8 calcium fluorescence, agonist mode; 0% DMSO, 100% 3 nM vasopressin. activation, % at 3 µM. 320,000 tested, 0.25% active. AID 2797;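 active = activation above the mean activation of all tested compounds plus 3 SD, per screening run, cut at about 20% in these data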;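 note: signal is peak over basal fluorescence ratio across a 100 second FLIPR read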
CHO-K1 Ca PAM: counter-screen for M1 PAMs: effect in parental CHO-K1 cells; ATP EC20, Fluo-8 calcium fluorescence; 0% at ATP EC20, 100% at ATP max; activation, % at 3 µM; 360,000 tested, 0.02% active;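 active = activation above the run cutoff, the mean activation of all test compounds plus 3 SD, cut at about 40% in these data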;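 note: peak over basal fluorescence ratio in a 140 s read after ATP addition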
OXTR potentiate: human OXTR potentiation. AID 2445. 320,000 tested, 0.061% active. P30559. activation, % at 3 µM. CHO-OTR cells, Fluo-8 calcium fluorescence, potentiator mode; 0% = oxytocin EC15, 100% = EC100;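 active = activation above that plate's cutoff, the mean activation of tested compounds plus 3 SD, cut at about 6.6% in these data, passing the limit was not always enough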;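 note: 100% uses oxytocin at 75 nM as the full agonist control; some results filed as inactive read as strong as hits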
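Dosing: Single dose, 3.0 µM nominal final compound concentration | Material: Human OTR in CHO cells | Technique: Kinetic Fluo-8 calcium fluorescence | Benchmarks: EC15 oxytocin alone as 0%, 75 nM oxytocin as 100% | Probe or stimulus: Oxytocin at about EC15, sub-maximal agonist stimulus | Incubation: Compound 6 min at room temperature before oxytocin, 100 s read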
GPR7 antag: blocks human GPR7 receptor signaling | inhibition, % at 4.4 µM | 290,000 tested, 1.1% active | GPR7-expressing cells, fluorescence antagonist assay | P48145; in the data active = inhibition above about 16%, passing the limit was not always enough;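 note: cells stimulated with the agonist NPW; 0% = agonist with vehicle and 100% = vehicle without agonist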
Target sequence (P48145 whole entry, looked up): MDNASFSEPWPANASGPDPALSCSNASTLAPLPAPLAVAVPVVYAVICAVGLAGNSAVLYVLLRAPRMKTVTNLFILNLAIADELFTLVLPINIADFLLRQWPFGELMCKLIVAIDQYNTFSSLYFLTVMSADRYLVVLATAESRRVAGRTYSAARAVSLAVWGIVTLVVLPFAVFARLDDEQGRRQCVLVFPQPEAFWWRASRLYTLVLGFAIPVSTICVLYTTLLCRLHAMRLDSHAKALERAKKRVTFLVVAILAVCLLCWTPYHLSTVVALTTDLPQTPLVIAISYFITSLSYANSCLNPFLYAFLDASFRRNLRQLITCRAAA
CHO parental Ca: counter-screen for OX1R antagonists: effect in parental CHO cells; parental CHO-K1, ATP-induced calcium, Fluo-8 fluorescence; inhibition, % at 5.6 µM; 330,000 tested, 0.63% active; AID 463079;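 active = inhibition above that plate's mean sample inhibition plus 3 SD, cut at about 26% in these data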;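 note: 0% = ATP-challenged DMSO wells and 100% = DMSO wells without ATP; some compounds past the cut are filed as inactive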
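Assay system: parental CHO cells; Read-out basis: percent inhibition of ATP-evoked calcium rise, normalized to controls; Benchmarks: ATP and no-ATP DMSO wells; Compound dosing: single nominal dose of 5.6 µM per compound; Signal: Fluo-8 calcium dye fluorescence; Also added: ATP as calcium-mobilizing challenge; Repeats: singlicate.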
CHO-K1 Ca antag: M1 antagonist counterscreen hit in parental CHO-K1 cells; ATP-induced calcium, Fluo-8 fluorescence; inhibition, % at 3 µM; 360,000 tested, 0.6% active; AID 602250;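 active = inhibition above a per-plate cutoff, the plate's mean sample inhibition plus 3 SD, cut at about 24% in these data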;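 note: 0% = DMSO plus EC80 ATP and 100% = DMSO alone without ATP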
The depositor's hits bear a star; . = not tested or not shown. Compounds were not picked by outcome; overall some 3.5% were active at least once.

SMILES	CHO-K1 Ca ag	OXTR agonist	TAAR1 antagonist	V1aR counter	CHO-K1 Ca PAM	OXTR potentiate	GPR7 antag	CHO parental Ca	CHO-K1 Ca antag
O=C(COC(=O)c1ccc(O)cc1)Nc1cccc(S(=O)(=O)NC2=NCCCCC2)c1	1.0	0.2	-9	0.4	18	-3	13	-19	-15
Cc1ccc(NC(=O)CCNS(=O)(=O)c2ccc(Br)s2)cc1	0.4	-0.4	-4	2.6	-19	-8	17	-1	10
O=C(CSc1nc2ccc(NC(=O)c3ccccc3C(=O)O)cc2s1)Nc1ccc(F)c([N+](=O)[O-])c1	2.4	8.8	6	9.5	14	-14	26*	15	19
Cc1ccc(NC(=O)CS(=O)CC(=O)N(CC(=O)NC2CCCC2)c2cc(C)ccc2C)cc1 (stereo unspecified)	0.2	-1.6	2	-0.2	7	-7	-16	-10	-5
Cc1ccc(NC(=O)N2CCCC2C(=O)Nc2ccc3c(c2)OCCO3)cc1 (stereo unspecified)	0.2	-0.3	12	1.3	7	-10	-2	-7	-14
COc1ccc(NC(=O)CS(=O)(=O)c2ccccc2)cc1	-0.2	0.1	1	0.5	-11	2	-6	-11	4
CSc1ccccc1OCc1cc(C(=O)N2CCN(C)C(c3ccccc3)C2)no1 (stereo unspecified)	0.5	-0.4	10	-0.1	6	-6	-12	-14	-5
COCCCNC(=O)CNC(=O)c1nn(-c2ccc(OC)c(Cl)c2)c(=O)c2ccccc12	7.0	-0.7	12	2.2	13	-3	-13	-18	4
CC1CCN(S(=O)(=O)c2cccc(C(=O)NCc3cccs3)c2)CC1	3.6	2.8	8	3.9	2	-11	9	-6	14
COc1cccc2oc3cc(C#Cc4ccccn4)ccc3c(=O)c12	.	-0.6	-5	-0.7	.	-7	8	-35	.
Cc1ccc(O)c(-c2cc(C(=O)Nc3ccc(S(=O)(=O)Nc4nc(C)cc(C)n4)cc3)[nH]n2)c1	-0.5	-1.9	-5	0.1	21	-7	-1	-9	-3
CCNC(=O)c1ccccc1NC(=O)c1cccc(S(=O)(=O)N2CCOCC2)c1	5.0	0.7	14	-0.2	7	-8	-16	-20	2
C/C(=C\c1ccccc1)CN1CCN(c2ccccc2F)CC1	-0.7	-1.7	7	-0.6	-10	-3	2	-18	-9
CCc1nnc(NC(=O)CSc2nnc(Cc3cc(=O)[nH]c(=O)[nH]3)n2-c2ccc(OC)cc2)s1	0.0	-0.2	-6	0.5	2	-3	11	12	3
CCCCCCN1C[C@@H](O)[C@H](n2cc(-c3ccc(F)cc3)nn2)C[C@@H]1c1ccc(C)cc1	0.3	.	-3	.	-4	.	.	.	-12
CS(=O)(=O)N(CC(=O)Nc1ccc2c(c1)OCO2)Cc1ccccc1	-0.1	0.1	-10	0.8	-1	-3	-5	-7	5
C/C(=N/Nc1ccc(C(=O)O)cc1)c1ccc(O)c(O)c1O	-0.5	0.1	6	0.3	-10	-3	-6	-1	-2
CN(C)C(CNC(=O)CSc1nc2sc3c(c2c(=O)n1C)CCC3)c1ccccc1 (stereo unspecified)	2.3	-0.4	-26	4.5	0	-9	.	4	-6
CC1=CCC2C(=O)N(c3ccc(C)c(Br)c3)C(=O)C2C1 (stereo unspecified)	-0.3	-2.2	-24	-1.7	-6	0	-11	-16	-4
COC(=O)c1cn(C(=O)c2ccccc2F)nc1N	0.1	0.1	.	0.2	-10	-6	-4	3	14
O=C(Nc1ccc2c(c1)OCO2)c1cc(C2CCCCN2C(=O)c2ccc3ccccc3c2)on1 (stereo unspecified)	0.0	.	-10	.	24	.	.	.	-19
CCCN(CC(=O)Nc1ccc(F)c(F)c1F)C(=O)CN1C(=O)NC2(CCCCC2)C1=O	2.2	.	0	.	0	.	.	.	-6
CCCC(O)(c1ccc(Cl)cc1)C(CN1CCOCC1)c1ccc(Cl)cc1 (stereo unspecified)	-0.5	-2.5	-18	-0.5	6	1	7	-34	-14
CCCn1c(=S)[nH]c2cc(C(=O)N3CCCC(C(=O)OCC)C3)ccc2c1=O (stereo unspecified)	3.4	4.5	1	4.9	8	-9	-2	-19	-11
O=C(O)c1ccc(NC(=O)c2cn(-c3ccccc3)nc2-c2ccc(F)cc2)cc1	4.0	-0.2	59*	0.2	4	-19	-10	-8	6
O=C(COC(=O)CCNS(=O)(=O)c1cccs1)Nc1cc(C(F)(F)F)ccc1Cl	2.5	5.7	-14	7.9	1	-10	.	-12	-8
Cc1ccnc(N/N=C/c2ccco2)n1	0.1	-0.6	-2	0.2	-2	2	0	3	-15
COc1ccc(NC2=NCCCCC2)cc1	1.1	0.3	7	0.6	21	-6	-3	4	-5
Cc1c(C#N)c2ccccc2n1CC(=O)O	0.1	2.6	-3	0.7	8	-3	2	-2	-7
COc1cc(/C=C(/C#N)c2ccc(F)cc2)ccc1Oc1ccc([N+](=O)[O-])cn1	6.2	1.8	11	2.2	16	-7	-11	18	6
Nc1c(Cl)cc(C(=O)NC2CC2)cc1Cl	0.0	.	-27	.	-6	.	.	.	-8
CCOc1ccc(CNC(=O)CCCc2cn(C)c3ccccc23)cc1OC	2.2	-1.6	1	-0.6	22	-2	-10	-23	-9
O=C(CSc1nnc(Cc2ccccc2)n1-c1ccc(F)cc1)N1CCOCC1	0.2	1.2	8	0.2	13	3	-1	-14	-2
CCOC(=O)CSc1nnc([C@H](CC(C)C)NC(=O)OC(C)(C)C)o1	0.5	.	-2	.	12	.	-18	.	-8
CCc1nnc(NC(=O)COc2ccc3c(c2)OCO3)s1	0.1	0.7	-21	0.5	8	-4	3	-3	-8
CC(/C=C1\SC(=S)N(CCCC(=O)Nc2ccc(C(=O)O)cc2)C1=O)=C\c1ccccc1	0.5	1.1	23	4.6	14	-10	-9	3	-12
CC(=O)N1CCN(C(=O)c2cc(C)nc3ccccc23)CC1	-0.2	0.1	4	0.0	-2	1	-4	-2	-6
Fc1ccc(Nc2c(-c3ccco3)nc3ccccn23)cc1	3.2	-2.3	-11	0.1	12	0	-13	-14	-3
CCOc1ccccc1NC(=O)CNC(=O)CNC(=O)Cc1ccccc1	0.1	-0.9	-3	-0.5	-3	-3	-9	3	-2
CN1CCN(CCn2c(=S)[nH]c3ccccc3c2=O)CC1	0.2	-0.2	-10	0.1	11	-13	2	-17	-11
N#Cc1c(N)c(C#N)c(-c2ccc(O)cc2)c2c1CCCC2	1.2	7.0	8	4.3	13	-17	1	-5	-9
c1cc(OCCCN2CCCCC2)ccc1CN1CCCCC1	-0.3	-0.8	-7	0.8	-13	-13	-8	-3	-7
CCCS(=O)(=O)NCCc1cc2c(C)ccc(C)c2[nH]c1=O	0.0	-0.5	-8	0.3	-10	-8	4	-6	22
COc1ccc(CCNC(=O)CSc2ccc3ccccc3c2)cc1OC	0.6	-1.7	6	0.3	18	-10	-7	-25	-3
O=C(Nc1ccccc1)C1CC(=O)n2ncnc2N1 (stereo unspecified)	0.4	0.2	6	0.6	5	1	-7	5	-1
C/C(NC1CCCC1)=C(/C#N)C(N)=O	-0.2	-0.4	-10	-1.1	0	-5	-9	5	0
CCc1ccc2[nH]c(=O)c(C(c3nnnn3Cc3ccc(OC)cc3)N3CCOCC3)cc2c1 (stereo unspecified)	-0.1	-1.1	13	-0.7	-5	-3	29*	-22	-6
Cc1ccc(-c2ccc(S(=O)(=O)Nc3cccnc3)cc2)cc1	1.0	4.8	-1	7.5	-10	2	-11	6	13
CN1CCN(c2ncnc3c2[nH]c2ccc(F)cc23)CC1	0.1	1.6	10	2.1	10	-8	-9	-11	-3
Cc1cccc(Nc2nc(-c3sc(C)nc3C)cs2)c1	-0.6	-0.9	14	-1.1	-11	-20	1	-24	10
O=C(CN1CCC(n2nnc3cc(F)ccc32)CC1)NC1CCCCC1	0.1	0.0	0	-0.4	6	-13	-2	-5	2
Cc1c(OCC(=O)NCCCN2CCOCC2)ccc2c1oc(=O)c1ccccc12	0.2	1.6	-13	0.4	18	2	-9	-17	-7
O=c1nc(Nc2ccccc2)sc2ccc([N+](=O)[O-])cc12	0.0	-0.7	3	-0.4	11	1	-7	-8	-4
O=C(O)/C(=C\c1ccco1)NC(=O)c1ccco1	0.2	2.1	-10	1.1	9	5	-7	-5	-1
Cc1ccccc1-c1cccc(CN2CCN(C)C(CCO)C2)c1 (stereo unspecified)	0.7	2.2	-6	1.0	-2	-8	-2	-2	6
CCOC(=O)c1nnn(-c2ccc(OC)cc2)c1N	0.1	-0.5	-18	0.0	-4	-8	-10	-1	1
O=C(N/C(=C/c1cccs1)C(=O)N1CCCC1)c1ccccc1	1.0	0.6	2	-0.2	10	3	-4	2	-9
CCc1cc(=O)oc2c(C)c(OCC(=O)N3CC[C@@]4(O)CCCC[C@H]4C3)ccc12	2.3	2.2	14	1.0	7	-4	-5	-2	0
O=C(NCCCN1CCOCC1)C1CCN(S(=O)(=O)c2cccc(C(F)(F)F)c2)CC1	0.6	0.6	-9	-0.2	15	-5	.	-14	-19
COc1cc(Cl)c(C)cc1NC(=O)c1ccc2c(SCC(=O)O)c3c(nc2c1)CCCC3	0.1	-1.6	-13	-0.7	2	-13	6	-17	-2

Entries listed so far shown as hits in GPR7 antag:
SMILES,TAAR1 antagonist,OXTR potentiate,GPR7 antag
O=C(CSc1nc2ccc(NC(=O)c3ccccc3C(=O)O)cc2s1)Nc1ccc(F)c([N+](=O)[O-])c1,6,-14,26*
CCc1ccc2[nH]c(=O)c(C(c3nnnn3Cc3ccc(OC)cc3)N3CCOCC3)cc2c1 (stereo unspecified),13,-3,29*

The results go on:
SMILES	CHO-K1 Ca ag	OXTR agonist	TAAR1 antagonist	V1aR counter	CHO-K1 Ca PAM	OXTR potentiate	GPR7 antag	CHO parental Ca	CHO-K1 Ca antag
Clc1cccc(Cl)c1COc1ccncc1	0.4	0.0	-11	0.7	6	-11	1	23	0
Cc1cc(C)cc(NC(=S)NCCc2c[nH]c3ccccc23)c1	0.8	1.6	4	1.0	8	-12	9	-3	-8
CCCCN(Cc1ccccc1)C(=O)C1CCN(Cc2sccc2C)CC1	2.2	-1.4	-9	1.8	1	-12	4	-12	3
CC(=O)c1ccc(OCCCC(=O)Nc2cccc(S(=O)(=O)N(C)C)c2)cc1	2.0	3.8	9	3.2	-7	-6	-5	1	8
COC(=O)[C@H]1[C@@H](C)N(Cc2ccccc2)C(=O)N[C@H]1c1ccccc1	0.7	-0.6	0	0.4	-12	6	.	-13	-12
